Source: PubChem (several laboratories)
MgcRacGAP inhibition: MgcRacGAP GTPase-activating activity inhibitors, confirmation, biochemical, ADP Hunter fluorescence; hit rate 0.6% among 340,000; inhibition, % at 30 µM, or IC50 in µM where a hit was titrated; MgcRacGAP-stimulated Rac1 GTP hydrolysis, ADP Hunter fluorescence; higher % means a stronger effect; GST-tagged Rac1 F28L mutant substrate;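 active = first-screen hits whose inhibition reached a set limit at any dose in the follow-up dose series; inconclusive = inhibition above the set first-screen limit but never retested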;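 also: fluorescence reports GDP produced by GAP-driven GTP hydrolysis; strong numbers were not always called active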
GPR35 antagonists: GPR35 antagonists blocking zaprinast-driven arrestin recruitment, primary screen, imaging, U2OS, beta-arrestin-GFP, zaprinast agonist (AID 2058). U2OS GPR35 beta-arrestin-GFP translocation imaging, zaprinast antagonism; higher % means a stronger effect. inhibition, % at 10 µM; hits with a dose series show IC50 in µM. hit rate 0.052% among 290,000;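 active = inhibition of at least 50% with at least 30 cells and total cytoplasm GFP at most 10,000,000; inconclusive = under 30 cells or total GFP of 10,000,000 plus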
Large T inhibition: SV40 large T antigen inhibitors, biochemical (AID 1903). SV40 large T antigen ATPase/helicase inhibition assay; higher % means a stronger effect. inhibition, % at 20 µM; hits with a dose series show IC50 in µM. hit rate 0.39% among 310,000; in the data active = a potency from the dose series; inconclusive = inhibition mostly from about 32% at the one dose, without a potency; inactive = the rest, 99 in 100 with inhibition below about 32%; also: strong numbers were not always called active
Salmonella PhoP GFP: PhoP-dependent GFP reporter repression – Salmonella Typhimurium, primary screen (AID 1863); S. Typhimurium PhoP-regulated promoter GFP reporter, 4 h; higher % means a stronger effect; inhibition, % at 50 µM; hits with a dose series show IC50 in µM; hit rate 0.16% among 300,000;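 active = inhibition over 29.93%, a cutoff 3 SD above the screen mean, later confirmed by dose response; inconclusive = inhibition over 29.93% but no dose response follow-up; inactive = inhibition at most 29.93% or unconfirmed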;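 also: 0% = low Mg2+ inducing control and 100% = high Mg2+ repressing control; strong numbers were not always called active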
RSV CPE inhibition: inhibition of RSV-induced cytopathic effect – HEp-2 cells, primary 10 µM value included (AID 2391) | one-dose CPE inhibition, % at 10 µM; IC50 in µM for titrated hits | hit rate 0.13% among 310,000 | HEp-2 cells, RSV-induced CPE inhibition; higher % means a stronger effect; in the data active = a potency from the dose series; inconclusive = CPE inhibition mostly from about 23% at the one dose, without a potency; inactive = the rest, 99 in 100 with CPE inhibition below about 21%; also: strong numbers were not always called active
Dengue-2 NS5 capping: flavivirus cap methylation enzyme inhibition – biochemical, confirmation dose response, primary screen (AID 588689). Dengue-2 NS5 methyltransferase capping enzyme assay, biochemical; higher % means a stronger effect. one-dose inhibition, % at 25 µM; IC50 in µM for titrated hits. hit rate 0.3% among 340,000; in the data active = a potency from the dose series; inconclusive = inhibition above about 29% without an active follow-up result
West Nile virus CPE: West Nile virus antiviral activity, cell-based, CPE readout (AID 1621); West Nile virus-infected cells, CPE inhibition; higher % means a stronger effect; CPE inhibition, % at 10 µM, or IC50 in µM where a hit was titrated; hit rate 0.02% among 290,000; in the data active = a potency from the dose series; inconclusive = CPE inhibition mostly from about 3.7% at the one dose, without a potency; inactive = the rest, 99 in 100 with CPE inhibition below about 2.2%; also: strong numbers were not always called active
ER stress rescue: protection against thapsigargin-triggered cell killing – 384-well, CSM14.1, ATP luminescence, primary screen (AID 1222); CSM14.1 thapsigargin-induced death rescue, ATP luminescence; higher % means a stronger effect; cellular ATP content (survival), % at 20 µM, or EC50 in µM where a hit was titrated; 190,000 tested, under 10 active;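 active = EC50 below 50 µM in the dose-response confirmation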;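 also: death triggered by thapsigargin at about 15 µM added after 2 h compound pretreatment; cell ATP read after overnight thapsigargin exposure of roughly 18 to 22 hours; normalized against plate controls of thapsigargin alone and 5% DMSO vehicle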
LYP phosphatase: PTPN22 lymphoid phosphatase activity blockers – biochemical, fluorescence intensity, uHTS (AID 1779); recombinant LYP phosphatase, fluorescence intensity; higher % means a stronger effect; inhibition, % at 11.5 µM, or IC50 in µM where a hit was titrated; hit rate 0.054% among 290,000; in the data active = inhibition above about 50%;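 also: plate controls were vehicle with enzyme for no effect and no enzyme for full effect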
An asterisk follows results filed as active; ? = inconclusive; . = no result given; & = joins results of further samples. No enrichment for hits; any-hit rate near 1.5%.

| Molecule | LYP phosphatase | GPR35 antagonists | Large T inhibition | Salmonella PhoP GFP | MgcRacGAP inhibition | Dengue-2 NS5 capping | ER stress rescue | West Nile virus CPE | RSV CPE inhibition |
| --- | --- | --- | --- | --- | --- | --- | --- | --- | --- |
| CCOC(=O)Cc1nc2ccccc2[nH]1 | 2% | -2% | 0% | 14% | -3% | -7% | . | -0.2% | 0.7% |
| Cc1[nH]n(-c2ccccc2)c(=O)c1/C=N/n1c(C)nc2ccccc2c1=O | -8% | 12% | 12% | 1% | 10% | 2% | -1.2% | -0.2% | 4.3% |
| NC(N)=NC(=O)c1nc(Cl)c(N)nc1N | -5% | -14% | 11%&3%&15%&27% | 3%&-6%&2% | 12%&11%&15% | -4%&-8%&-1% | -1.5% | -0.5%&-0.7%&-0.3% | -1.3%&0.3%&-0.3% |
| CC(=O)N1CCc2cc(S(=O)(=O)NCc3ccc(C)cc3)ccc21 | -12% | -5% | 16% | 13% | 8% | 2% | . | 0.1% | 11% |
| COc1cccc(C(C(=O)Nc2ccc(F)cc2)N(C(=O)Cn2nnc3ccccc32)C2CC2)c1 (centres undefined) | 9% | 8% | 2% | -3% | 6% | -3% | 3.7% | -0.2% | -0.8% |
| COc1cccc(COC(=O)C2CCN(S(=O)(=O)c3ccc(C)cc3)CC2)c1OC | . | . | 10% | -10% | -1% | -12% | . | . | -0.6% |
| CSc1nc2cc(F)c(F)cc2n1C | -4% | 0% | 6% | -5% | 9% | -8% | -3.0% | 0.3% | 2.4% |
| CCCCOC(=O)C(C)Nc1n[nH]c(=O)[nH]c1=O (centres undefined) | -9% | -6% | 10% | -2% | 9% | 1% | 0.5% | -0.2% | 1.4% |
| Cc1cc(C(=O)CSc2cccc[n+]2[O-])c(C)n1-c1ccc(OC(F)F)cc1 | -8% | 9% | 17% | 4% | 9% | -2% | . | -0.2% | -0.7% |
| CCOC(=O)c1[nH]c(CSc2nnc(-c3ccncc3)n2CCOC)c(C(=O)OCC)c1C | -1% | 4% | 9% | -16% | 7% | -6% | . | 0.0% | 0.4% |
| COc1cccc(CN(C)C(=O)c2[nH]c(C)c(C(C)=O)c2C)c1OC | -3% | -3% | 1% | -2% | -3% | -13% | . | -1.4% | 4.3% |
| Cc1cnc(NC(=O)CSc2ncn(-c3ccccc3)n2)s1 | -6% | -4% | 6% | 4% | 6% | 2% | -2.1% | -0.2% | 2.2% |
| Cc1cccc(N2C(=O)CC(c3ccc(F)cc3)C3=C2COC3=O)c1 (centres undefined) | 2% | 15% | 9% | -4% | 0% | -3% | -0.8% | 1.3% | -0.4% |
| CC(=O)c1ccc(NC(=O)CN2C(=O)COc3ccc(Cl)cc32)cc1 | -4% | -1% | 1% | 5% | 3% | -5% | -1.4% | -0.2% | 0.3% |
| O=C(Nc1nnc(C(F)(F)F)s1)C1COc2ccccc2O1 (centres undefined) | -8% | -13% | -1% | -2% | 4% | -3% | -2.2% | -0.2% | 3.1% |
| CCOC(=O)c1c(-c2ccc(OC)cc2)oc2ccc(O)cc12 | -2% | -5% | 1% | 10% | . | -9% | . | 2.1% | 19% |
| Cc1ccc(S(=O)(=O)N[C@H](C(=O)N2CCC(C(=O)NCC(=O)O)CC2)C(C)C)cc1 | -6% | 15% | -1% | 17% | 4% | 3% | -0.7% | 0.3% | 1.6% |
| CCCN1CCN(CCCNC(=O)C(CC)n2nc(C)c3sc4ccccc4c3c2=O)CC1 (centres undefined) | -8% | 8% | 5% | 6% | 15% | -4% | . | 0.2% | . |
| CN1/C(=C\C(=O)c2cccnc2Cl)C(C)(C)c2ccccc21 | 2% | -6% | 2% | -2% | 3% | -7% | 5.6% | -0.8% | 9.9% |
| NC(=O)COC(=O)/C=C/c1ccc2ccccc2n1 | -1% | -2% | 2% | -1% | 8% | -5% | 0.4% | 2.4% | 3.8% |
| Cc1cccc(CS(=O)(=O)Cc2ccc(C(=O)NCC3CCCO3)o2)c1 (centres undefined) | -4% | -22% | 4% | 2% | -2% | -4% | -0.1% | . | 1.2% |
| O=c1c2[nH]cnc2n(-c2ccc(F)cc2)c(=O)n1Cc1ccccc1 | 0% | -13% | 10% | -4% | 5% | 2% | . | 0.5% | 1.5% |
| O=C(CCc1nnc(CCCc2ccccc2)o1)NCC(F)(F)F | -9% | 2% | 9% | 7% | -3% | -6% | 0.0% | 0.2% | 1.8% |
| CN1CCN(CC#CCC(O)(c2ccccc2)C2CCCC2)CC1 (centres undefined) | -2% | 14% | -5% | -3% | 7% | 1% | -2.5% | 0.0% | -1.2% |
| CCOc1ccc(NC(=O)c2ccccn2)cc1 | -2% | 2% | 2% | 4% | 10% | 1% | -6.6% | -0.8% | 0.2% |
| COC(=O)c1sc2nc(N3CCCCC3)c3c(c2c1N)CCCC3 | -2% | 9% | 2% | -4% | 6% | -6% | -2.1% | 0.2% | >50µM* |
| CCOc1ccccc1NC(=O)Cn1nnc(C(=O)NCc2cccs2)c1N | -8% | -2% | 3% | -2% | 5% | -1% | . | 0.3% | 0.8% |
| Cc1cc(C)[n+](C)n1CC(O)Cn1c2ccccc2c2ccccc21 (centres undefined) | -4% | -7% | 7% | -3% | 5% | -4% | 2.2% | 0.4% | 0.5% |
| O=C(Nc1ccc(Oc2cccc(C(F)(F)F)c2)nc1)c1ccccc1 | -1% | 13% | 2% | -6% | 0% | -4% | . | -1.1% | 6.0% |
| Cc1ccccc1C(=O)NC(=S)NCCN1CCOCC1 | 4% | -2% | 6% | -9% | -4% | -3% | -2.8% | 1.3% | 5.3% |
| O=C(CSc1nc2ccccc2[nH]1)Nc1ccc(N2CCOCC2)cc1 | -7% | -5% | 26% | 2% | 10% | 3% | . | 0.0% | 21% |
| CSc1ncccc1C(=O)OCC(=O)N(CC(C)C)c1c(N)n(Cc2ccccc2)c(=O)[nH]c1=O | -6% | 4% | 11% | 9% | 4% | -2% | . | -0.4% | 0.7% |
| Cc1nn(-c2ccccc2)c(/N=C/c2ccccc2O)c1-c1ccccc1 | -3% | -13% | 5% | -2% | 15% | -4% | -4.3% | -0.2% | 3.9% |
| CC(=O)Nc1ccc(/C(C)=N/NS(=O)(=O)c2ccc(C)cc2)cc1 | -4% | 10% | -4% | 8% | 17% | -4% | -0.5% | . | 0.2% |
| Cc1cccn2c(=O)nc(SCC(=O)Nc3ccc4c(c3)OCCO4)nc12 | . | . | 18% | -5% | 5% | 4% | . | . | -0.8% |
| CN(C)Cc1c(C(=O)N/N=C/C=C/c2ccccc2)nnn1-c1nonc1N | -4% | 10% | 3% | 5% | 8% | -3% | . | -0.2% | 0.8% |
| Oc1ccc(Br)cc1CNc1nccs1 | -11% | 9% | 11% | 12% | 9% | -5% | . | -0.5% | -0.9% |
| CC(=O)N1CCN(c2ccc(S(=O)(=O)NCCN(C(C)C)C(C)C)cc2[N+](=O)[O-])CC1 | -4% | -4% | 8% | 10% | -2% | 1% | -1.5% | 0.3% | 0.6% |
| CC1CCc2nn(CC(=O)N3CCc4ccccc43)cc2C1 (centres undefined) | 0% | -4% | 3% | -3% | 3% | -2% | -0.2% | -0.3% | 0.7% |
| CCOC(=O)/C=C1\SCC(=O)N1CC(=O)Nc1ccc2c(c1)CCC2 | -4% | 3% | 7% | -6% | 4% | -3% | -0.9% | -0.3% | 5.6% |
| CCOC(=O)C1(Cc2cccc(Cl)c2)CCCN(C(=O)c2ccnn2C)C1 (centres undefined) | -10% | 6% | 6% | -3% | 11% | 4% | . | -0.3% | 1.8% |
| COc1ccc(N=C2NC(=O)S/C2=C\c2ccc(N(C)C)cc2)cc1 | 1% | -15% | 16% | -17% | 9% | -33% | -1.6% | -0.2% | 7.2% |
| CSc1nnc(C(C)(C)C)c(=O)n1/N=C/c1ccccc1O | -4% | 11% | 8% | -2% | 6% | -6% | . | 0.1% | -0.3% |
| CC(C)C1C(=O)NC(=S)N1S(=O)(=O)c1ccc(C(C)(C)C)cc1 (centres undefined) | 1% | -5% | 7% | -3% | -4% | -8% | 1.9% | -0.1% | 2.0% |
| Cc1cc(C)c(NS(=O)(=O)c2ccc3c(c2)NC(=O)C(C)C(=O)N3)c(C)c1 (centres undefined) | -9% | 0% | 5% | . | 8% | 5% | . | -0.1% | 1.9% |
| CN(C(=O)COC(=O)c1ccc2c(c1)OCO2)c1c(N)n(Cc2ccccc2)c(=O)[nH]c1=O | . | . | 2% | -2% | 8% | 5% | . | . | 2.8% |
| Cc1cc(C)nc(SCC(=O)N/N=C/c2cccn2-c2ccc(O)cc2)n1 | -8% | 0% | 28% | 0% | 21% | -1% | -0.1% | 0.1% | 1.9% |
| COc1cc(OC)cc(C(=O)NC(=S)N(Cc2ccccc2)C(C)C)c1 | -2% | 1% | 10% | 1% | . | -7% | . | 0.4% | 1.4% |
| COc1ccc(NC(=O)CN2CCCC(C)C2)c([N+](=O)[O-])c1 (centres undefined) | -5% | 8% | 4% | 14% | 3% | -8% | -1.9% | -0.9% | 1.7% |
| CCOCc1nnc(NC(=O)C2CCN(C(=O)C3CC(=O)N(c4ccc(C)cc4)C3)CC2)s1 (centres undefined) | -3% | -8% | 4% | 7% | 9% | -3% | . | -0.2% | 0.6% |
| Cc1ccc(C(C[N+](=O)[O-])Sc2ccc(N)cc2)cc1 (centres undefined) | -10% | -14% | ? | 29% | 28% | -25% | . | 0.1% | . |
| COc1ccc(C2/C=C\CN(C(=O)c3ccccc3)[C@H](Cc3ccccc3)C(=O)N2Cc2ccc(F)cc2)cc1 (some centres undefined) | 1% | 12% | 8% | 7% | 9% | -2% | . | -0.6% | 4.0% |
| CCn1c(=O)c(C(=O)Nc2ccccc2F)c(O)c2ccccc21 | -2% | -12% | 3% | 2% | 2% | 3% | . | -1.7% | 4.2% |
| O=C(CCc1nnc2ccc(N3CCC4(CC3)OCCO4)nn12)NCc1ccccc1Cl | 0% | 0% | 10% | -4% | 12% | -4% | . | 1.0% | 0.8% |
| CCc1nnc(NC(=O)CSc2nc3cc(OC)ccc3cc2C)s1 | -4% | -8% | 17% | 6% | 0% | 4% | -1.0% | -0.4% | 0.5% |

Part of the list above, reduced to Salmonella PhoP GFP, Dengue-2 NS5 capping and MgcRacGAP inhibition.
compound	Salmonella PhoP GFP	Dengue-2 NS5 capping	MgcRacGAP inhibition
O=C(Nc1nnc(C(F)(F)F)s1)C1COc2ccccc2O1 (centres undefined)	-2%	-3%	4%
CCOC(=O)c1c(-c2ccc(OC)cc2)oc2ccc(O)cc12	10%	-9%	.

RSV CPE inhibition: hit marks shown above
structure	LYP phosphatase	GPR35 antagonists	Large T inhibition	Salmonella PhoP GFP	MgcRacGAP inhibition	Dengue-2 NS5 capping	West Nile virus CPE	RSV CPE inhibition
COC(=O)c1sc2nc(N3CCCCC3)c3c(c2c1N)CCCC3	-2%	9%	2%	-4%	6%	-6%	0.2%	>50µM*
